PG9 Ab binder = binders of HIV-1 gp120 antibody PG9, primary screen, biochemical, TR-FRET; inhibition, % at 6.7 µM; AID 624416, 2012; HIV-1 gp120 / PG9 antibody interaction; TR-FRET gp120-PG9 antibody binding; hit rate 0.43% among 360,000; in the data active = inhibition above about 8.5%
rCAG binder = binders of r(CAG) RNA repeats, primary screen, biochemical, fluorescence. inhibition, % at 3 µM. hit rate 1.3% among 370,000. r(CAG) RNA repeat, TO-PRO-1 dye displacement fluorescence. AID 651821, 2012;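 active = inhibition above the plate cutoff, the mean of all test compounds on that plate plus 3 SD, cut at about 35% in these data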;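 note: 0% = DMSO alone and 100% = 100 µM mitoxantrone as full dye displacement; higher means more dye released from RNA so lower well fluorescence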
mABHD4 FP = ABHD4 inhibitors, primary screen, biochemical, fluorescence polarization, mouse; inhibition, % at 8.92 µM; (Lyso)-N-acylphosphatidylethanolamine lipase (Mus musculus), Q8VD66; hit rate 0.54% among 370,000; purified mABHD4, FP-Rh probe fluorescence polarization;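 active = inhibition exceeding the mean over every tested compound plus 3 SD, cut at about 30% in these data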;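 note: 0% = plate median of compound wells and 100% = S159A mutant with DMSO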
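Assay system: mABHD4 protein; medium: HEPES pH 7.0, NaCl, Pluronic buffer; dosing: 8.92 µM, single dose; schedule: 45 min + 60 min at 25 °C; signal: FP readout, ex 525 nm / em 598 nm; read-out: normalized percent inhibition of probe labeling; repeats: single replicate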
LEDGF integ inh = blockers of LEDGF/p75-dependent integrase strand transfer – biochemical, TR-FRET, high throughput, primary screen; HIV-1 integrase (with human LEDGF/p75); inhibition, % at 3.7 µM; hit rate 0.64% among 370,000; TR-FRET IN-LEDGF/p75 DNA integration, Eu/Cy5;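 active = inhibition above the screen-wide mean plus 3 SD, cut at about 13% in these data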;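 note: signal is the Cy5 over europium emission ratio at 671 and 618 nm; 0% = plate median of compound wells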
PRMT1 inh = PRMT1 methyltransferase inhibitors, primary screen, biochemical, fluorescence polarization; hit rate 1.3% among 370,000; AID 652257, 2013; inhibition, % at 2.79 µM; Protein arginine N-methyltransferase 1 (Homo sapiens), Q99873; recombinant PRMT1, activity-based probe fluorescence polarization;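 active = inhibition above about 21% made by adding two undisclosed values, limit read from the data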
HTRA1 inh = HTRA1 serine protease inhibitors, primary screen, biochemical, fluorescence polarization, HTS; hit rate 0.5% among 340,000; recombinant HTRA1, FP-rhodamine activity-based probe; Q92743; inhibition, % at 5.96 µM; in the data active = inhibition above about 36%;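 note: 0% = enzyme with DMSO and 100% = wells lacking enzyme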
Target sequence (Q92743 whole entry, looked up): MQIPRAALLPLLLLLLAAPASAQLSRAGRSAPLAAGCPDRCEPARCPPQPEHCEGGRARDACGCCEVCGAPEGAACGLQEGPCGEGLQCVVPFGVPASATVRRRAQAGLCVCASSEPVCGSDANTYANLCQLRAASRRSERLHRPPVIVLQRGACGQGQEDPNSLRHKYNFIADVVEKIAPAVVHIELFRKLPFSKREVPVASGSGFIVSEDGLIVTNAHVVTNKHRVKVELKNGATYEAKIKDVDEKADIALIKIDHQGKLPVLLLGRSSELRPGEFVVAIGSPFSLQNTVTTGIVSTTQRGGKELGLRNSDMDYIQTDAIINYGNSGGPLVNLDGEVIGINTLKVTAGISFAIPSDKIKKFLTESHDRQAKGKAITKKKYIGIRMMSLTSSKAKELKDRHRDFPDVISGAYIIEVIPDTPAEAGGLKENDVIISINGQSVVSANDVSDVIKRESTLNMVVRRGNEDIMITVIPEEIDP
TDP2 inh = human TDP2 enzyme inhibitors, primary screen, biochemical, epi absorbance, recombinant enzyme. hit rate 0.34% among 370,000. T5PNP hydrolysis, p-nitrophenol absorbance 415 nm. AID 720702, 2013. inhibition, % at 12.8 µM. Tyrosyl-DNA phosphodiesterase 2 (Homo sapiens), O95551;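 active = inhibition above the mean of all tested compounds plus 3 SD, set per campaign, cut at about 25% in these data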;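 note: 0% = DMSO with enzyme and 100% = buffer with substrate but no TDP2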
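Test system: human TDP2 enzyme; Input: 120 nM TDP2 per well; Buffer or medium: Mg2+-containing Tris-HCl buffer, pH 7.5; Reagent: 5 mM T5PNP; Dosing: 12.8 µM single point, 1% DMSO; Incubation: reaction 2 h, 37 °C; Detection: p-Nitrophenol epi absorbance; Read-out: % inhibition relative to enzyme-containing and enzyme-free wells; Replicates: single well per compound.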
SIAE primary = human SIAE inhibitors, primary screen, biochemical, fluorescence polarization, FP-Rh probe, 1536-well HTS. Sialate O-acetylesterase (Homo sapiens), Q9HAT2. SIAE FP-Rh probe binding. inhibition, % at 9.66 µM. hit rate 0.69% among 370,000. AID 1053197, 2014;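 active = inhibition above a cutoff: mean of compounds within the control limits plus 3 SD of those, cut at about 17% in these data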;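 note: 0% = plate median of compound wells and 100% = probe without SIAE protein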
Target sequence (Q9HAT2 whole entry, looked up): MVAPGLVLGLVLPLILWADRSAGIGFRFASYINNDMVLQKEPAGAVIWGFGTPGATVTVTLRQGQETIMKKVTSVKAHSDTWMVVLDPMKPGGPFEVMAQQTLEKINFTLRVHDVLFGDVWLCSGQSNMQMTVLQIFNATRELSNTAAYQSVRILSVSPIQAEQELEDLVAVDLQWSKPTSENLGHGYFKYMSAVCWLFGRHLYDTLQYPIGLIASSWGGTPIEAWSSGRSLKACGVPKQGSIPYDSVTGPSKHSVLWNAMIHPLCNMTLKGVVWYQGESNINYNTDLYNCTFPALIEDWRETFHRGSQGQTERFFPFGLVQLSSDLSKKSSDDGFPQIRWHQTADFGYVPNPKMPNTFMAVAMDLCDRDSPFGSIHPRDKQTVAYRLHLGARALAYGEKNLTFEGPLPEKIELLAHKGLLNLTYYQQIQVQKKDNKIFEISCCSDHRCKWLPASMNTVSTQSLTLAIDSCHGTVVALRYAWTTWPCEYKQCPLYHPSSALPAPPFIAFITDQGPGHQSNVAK
Rev-erbA mod = modulators of Rev-erb alpha DNA binding, primary screen, biochemical, FITC-DNA, fluorescence polarization, uHTS; Rev-erbα–FITC-DNA binding, 90 min; activity, % at 10 µM; hit rate 0.79% among 370,000;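 active = activity above about 14%, limit read from the data; passing the limit was not always enough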;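 note: 0% = DMSO wells with 35 nM protein and 100% = DMSO wells with 750 nM protein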
TCR CD3 inh = inhibitors of human TCR-CD3 interaction, primary screen, biochemical, fluorescence, TAMRA-labeled TCR probe. inhibition, % at 9.4 µM. AID 651800, 2012. hit rate 0.37% among 360,000; in the data active = inhibition above about 19%;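 note: recombinant mutant TCR 2C K166C tagged with TAMRA read by polarization; 0% = receptor in buffer alone and 100% = receptor with positive control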
* marks the source's active call; other numbers are inactive results.

`COc1ccc(Cn2cc(CN3CC(N4CCN(CCN(C)C)CC4)CS3(=O)=O)nn2)cc1` (stereo unspecified) gave PG9 Ab binder -0.9, rCAG binder 3, mABHD4 FP 2, LEDGF integ inh -3, PRMT1 inh 1, TDP2 inh 7, SIAE primary 12, Rev-erbA mod 4 and TCR CD3 inh 7.
O=C(C1CCN(S(=O)(=O)c2cccnc2)CC1)N1CCCCC1 was read as PG9 Ab binder 0.4, rCAG binder -3, mABHD4 FP -6, LEDGF integ inh 2, PRMT1 inh -1, HTRA1 inh 3, TDP2 inh 3, SIAE primary 1, Rev-erbA mod 3 and TCR CD3 inh 5.
Cc1ccnc(NC(=O)c2sc3cc(Cl)ccc3c2Cl)c1 was read as PG9 Ab binder -1.7, rCAG binder 0, mABHD4 FP 1, LEDGF integ inh 4, PRMT1 inh -2, HTRA1 inh 4, TDP2 inh -3, SIAE primary -7, Rev-erbA mod 5 and TCR CD3 inh -4.
Screening CN(C)CC(C)(C)CNC(C(=O)Nc1ccc(Cl)cc1C(F)(F)F)c1ccccc1 (stereo unspecified) returned PG9 Ab binder 1.7, rCAG binder -2, mABHD4 FP -1, LEDGF integ inh 1, PRMT1 inh 0, HTRA1 inh 6, TDP2 inh 9, SIAE primary -2, Rev-erbA mod -6 and TCR CD3 inh -6.
COc1ccc(C)cc1Cn1nnc2ccccc21 was read as PG9 Ab binder -2.3, rCAG binder -4, mABHD4 FP -3, LEDGF integ inh -1, PRMT1 inh -3, HTRA1 inh -2, TDP2 inh 3, SIAE primary 1, Rev-erbA mod -1 and TCR CD3 inh -8.
For CC(=O)Nc1nc(-c2ccccc2)ns1 the results were PG9 Ab binder -0.6, rCAG binder -1, mABHD4 FP 6, LEDGF integ inh 0, PRMT1 inh -2, HTRA1 inh -2, TDP2 inh -10, SIAE primary 3, Rev-erbA mod 2 and TCR CD3 inh -2.
`CN(CC(=O)Nc1ccc(F)cc1)CC(=O)Nc1ccc(F)c(F)c1F` gave PG9 Ab binder -1.5, rCAG binder -1, mABHD4 FP -12, LEDGF integ inh -2, PRMT1 inh 6, HTRA1 inh 1, TDP2 inh -18, SIAE primary -11, Rev-erbA mod -2 and TCR CD3 inh -2.
Screening CCCCCCN=CC1=C(O)C(C(=O)OC)C(C)(C)CC1=O (stereo unspecified) returned PG9 Ab binder -1.0, rCAG binder -7, mABHD4 FP 0, LEDGF integ inh 3, PRMT1 inh 3, HTRA1 inh 3, TDP2 inh -1, SIAE primary 1, Rev-erbA mod 0 and TCR CD3 inh -6.
Screening CC(=O)c1ccc(N2CCN(S(=O)(=O)c3c(C(=O)N4CCCC4)c(C)n(C)c3C)CC2)cc1 returned PG9 Ab binder 0.0, rCAG binder -1, mABHD4 FP 7, LEDGF integ inh 0, PRMT1 inh 1, HTRA1 inh 5, TDP2 inh 3, SIAE primary -5, Rev-erbA mod 2 and TCR CD3 inh -8.
Screening CCCCN(CC)C(=O)/C=C/c1cccc([N+](=O)[O-])c1 returned PG9 Ab binder -2.2, rCAG binder -3, mABHD4 FP -3, LEDGF integ inh -2, PRMT1 inh -1, HTRA1 inh 0, TDP2 inh -12, SIAE primary 0, Rev-erbA mod 5 and TCR CD3 inh 1.
Screening CCc1csc(CCNC(=O)C2CCC(=O)N(Cc3ccccc3F)C2)n1 (stereo unspecified) returned PG9 Ab binder -2.2, rCAG binder -6, mABHD4 FP 1, LEDGF integ inh 0, PRMT1 inh -2, HTRA1 inh 10, TDP2 inh 0, SIAE primary -6, Rev-erbA mod -3 and TCR CD3 inh 7.
For O=C(CN1C(=O)COc2ccc(Cl)cc21)NCC1CCCO1 (stereo unspecified) the results were PG9 Ab binder -1.2, rCAG binder 1, mABHD4 FP 0, LEDGF integ inh 2, PRMT1 inh -2, HTRA1 inh 6, TDP2 inh 4, SIAE primary -5, Rev-erbA mod -2 and TCR CD3 inh 1.
`Cc1ccc(C(C)C)c(OCC(O)CN(C)Cc2ccccc2)c1` (stereo unspecified) gave PG9 Ab binder -0.8, rCAG binder -5, mABHD4 FP 2, LEDGF integ inh -2, PRMT1 inh -2, HTRA1 inh -7, TDP2 inh 1, SIAE primary 1, Rev-erbA mod -8 and TCR CD3 inh 2.
`COc1ccc(N2C(=O)CC(Sc3nccc(C)n3)C2=O)c(OC)c1` (stereo unspecified) gave PG9 Ab binder -0.4, rCAG binder 2, mABHD4 FP 1, LEDGF integ inh 6, PRMT1 inh 6, HTRA1 inh 11, TDP2 inh 8, SIAE primary 1, Rev-erbA mod 3 and TCR CD3 inh 6.
For Cn1cccc1-c1cc(C(=O)N/N=C/c2ccccc2Cl)[nH]n1 the results were PG9 Ab binder -3.7, rCAG binder 5, mABHD4 FP -6, LEDGF integ inh -4, PRMT1 inh 9, HTRA1 inh -20, TDP2 inh -7, SIAE primary 0, Rev-erbA mod -4 and TCR CD3 inh -3.
CCN(CC(=O)Nc1ccc2c(c1)OCCO2)CC(=O)Nc1ccc(C)c([N+](=O)[O-])c1 was read as PG9 Ab binder 0.8, rCAG binder 3, mABHD4 FP 7, LEDGF integ inh 0, PRMT1 inh 1, HTRA1 inh 2, TDP2 inh 15, SIAE primary 0, Rev-erbA mod 9 and TCR CD3 inh -1.
For CCCOc1ccc(N2C(=O)CC(NCC(=O)OCC)C2=O)cc1 (stereo unspecified) the results were PG9 Ab binder 0.8, rCAG binder -3, mABHD4 FP -11, LEDGF integ inh -8, PRMT1 inh 10, TDP2 inh 5, SIAE primary 3, Rev-erbA mod -5 and TCR CD3 inh 5.
COc1ccc(NC(=O)CN(c2cc(C)cc(C)c2)S(=O)(=O)c2c(C)noc2C)cc1 was read as PG9 Ab binder -1.5, rCAG binder 2, mABHD4 FP 1, LEDGF integ inh 0, PRMT1 inh -4, HTRA1 inh -5, TDP2 inh -5, SIAE primary -2, Rev-erbA mod 0 and TCR CD3 inh 3.
C=CCN(CC=C)C(=O)c1cccc(OC2CCN(S(=O)(=O)N(C)C)CC2)c1 was read as PG9 Ab binder -1.0, rCAG binder -9, mABHD4 FP 2, LEDGF integ inh 0, PRMT1 inh -3, HTRA1 inh 8, TDP2 inh -2, SIAE primary -5, Rev-erbA mod -8 and TCR CD3 inh 1.
For O=C(NC(=S)Nc1ccc(Cc2ccncc2)cc1)c1ccccc1F the results were PG9 Ab binder -1.5, rCAG binder -2, mABHD4 FP -8, LEDGF integ inh 4, PRMT1 inh 1, HTRA1 inh -16, TDP2 inh -21, SIAE primary -19, Rev-erbA mod 4 and TCR CD3 inh 5.
For COC(=O)c1c(C(C)=O)cnc2ccc(Br)cc12 the results were PG9 Ab binder 0.3, rCAG binder 4, mABHD4 FP -2, LEDGF integ inh 4, PRMT1 inh 5, HTRA1 inh 1, TDP2 inh 1, SIAE primary 4, Rev-erbA mod -4 and TCR CD3 inh -3.
For O=C(C(=O)N1CCN(C(=O)c2ccco2)CC1)c1ccccc1 the results were PG9 Ab binder 0.0, rCAG binder 0, mABHD4 FP 3, LEDGF integ inh 0, PRMT1 inh -2, TDP2 inh 6, SIAE primary 1, Rev-erbA mod 4 and TCR CD3 inh 6.
`O=C(COC(=O)/C=C/c1ccc(OC(F)F)cc1)Nc1ccc(N2CCOCC2)cc1` gave PG9 Ab binder 0.4, rCAG binder -2, mABHD4 FP -3, LEDGF integ inh -4, PRMT1 inh 0, HTRA1 inh 0, TDP2 inh 6, SIAE primary 6, Rev-erbA mod 8 and TCR CD3 inh -1.
COc1ccc(-n2c(Cn3c(=O)sc4ccccc43)nnc2SC)cc1 was read as PG9 Ab binder 0.1, rCAG binder 4, mABHD4 FP -6, LEDGF integ inh 6, PRMT1 inh -5, HTRA1 inh 2, TDP2 inh -13, SIAE primary -4, Rev-erbA mod -5 and TCR CD3 inh -10.
CC(C)(C)c1ccc(/C=C/C(=O)Nc2ccncc2)cc1 was read as PG9 Ab binder -3.2, rCAG binder 1, mABHD4 FP -31, LEDGF integ inh 1, PRMT1 inh 0, HTRA1 inh -47, TDP2 inh -3, SIAE primary -4, Rev-erbA mod -2 and TCR CD3 inh -2.
`O=C(Cc1c(F)cccc1Cl)NNC(=O)c1ccco1` gave PG9 Ab binder -2.9, rCAG binder 3, mABHD4 FP -7, LEDGF integ inh -3, PRMT1 inh 2, HTRA1 inh 0, TDP2 inh -6, SIAE primary -2, Rev-erbA mod -1 and TCR CD3 inh -5.
CC(C)(C)NCCC(O)c1cc(C(F)(F)F)nc2c(C(F)(F)F)cccc12 (stereo unspecified) was read as PG9 Ab binder 1.7, rCAG binder 9, mABHD4 FP 11, LEDGF integ inh 2, PRMT1 inh -2, HTRA1 inh 6, TDP2 inh -22, SIAE primary 78*, Rev-erbA mod 5 and TCR CD3 inh -6.
Screening O=C(NCC1CCCO1)c1onc(CSc2cccc(Cl)c2)c1C(=O)O (stereo unspecified) returned PG9 Ab binder -0.9, rCAG binder 20, mABHD4 FP 2, LEDGF integ inh -3, PRMT1 inh 1, HTRA1 inh -4, TDP2 inh 10, SIAE primary -2, Rev-erbA mod -2 and TCR CD3 inh -3.
Screening CC(=O)Nc1cccc2c1C(=O)NC2=O returned PG9 Ab binder -1.1, rCAG binder -1, mABHD4 FP -2, LEDGF integ inh 1, PRMT1 inh 0, HTRA1 inh -7, TDP2 inh 9, SIAE primary 6, Rev-erbA mod 5 and TCR CD3 inh -3.
Screening C/C(CC(=O)NCCc1ccccc1)=N\NC(=O)COc1ccc(Br)cc1 returned PG9 Ab binder -1.7, rCAG binder -1, mABHD4 FP -5, LEDGF integ inh 2, PRMT1 inh -1, HTRA1 inh 6, TDP2 inh -5, SIAE primary -1, Rev-erbA mod -2 and TCR CD3 inh 3.

Among those listed so far, two have a tert-butyl group.
CC(C)(C)c1ccc(/C=C/C(=O)Nc2ccncc2)cc1 was read as PG9 Ab binder -3.2, rCAG binder 1, mABHD4 FP -31, LEDGF integ inh 1, PRMT1 inh 0, HTRA1 inh -47, TDP2 inh -3, SIAE primary -4, Rev-erbA mod -2 and TCR CD3 inh -2.
CC(C)(C)NCCC(O)c1cc(C(F)(F)F)nc2c(C(F)(F)F)cccc12 (stereo unspecified) was read as PG9 Ab binder 1.7, rCAG binder 9, mABHD4 FP 11, LEDGF integ inh 2, PRMT1 inh -2, HTRA1 inh 6, TDP2 inh -22, SIAE primary 78*, Rev-erbA mod 5 and TCR CD3 inh -6.

Compound activity from PubChem.

These rows are one share of the data, so the mix of outcomes need not match the whole.
